# Screens deposited in PubChem BioAssay by National Center for Advancing Translational Sciences (NCATS).
# D1 potentiator: Potentiators of Human D1 Dopamine Receptor: qHTS | potentiation, % at 10 µM | D(1A) dopamine receptor (Homo sapiens), P21728 | hit rate 0.036% among 360,000 | HEK293 TREx D1 cells, calcium flux, dopamine EC20 potentiation | AID 504651, 2011; in the data active means potentiation above about 30%; further: 0% is about no effect
# Target sequence (P21728 whole entry, looked up): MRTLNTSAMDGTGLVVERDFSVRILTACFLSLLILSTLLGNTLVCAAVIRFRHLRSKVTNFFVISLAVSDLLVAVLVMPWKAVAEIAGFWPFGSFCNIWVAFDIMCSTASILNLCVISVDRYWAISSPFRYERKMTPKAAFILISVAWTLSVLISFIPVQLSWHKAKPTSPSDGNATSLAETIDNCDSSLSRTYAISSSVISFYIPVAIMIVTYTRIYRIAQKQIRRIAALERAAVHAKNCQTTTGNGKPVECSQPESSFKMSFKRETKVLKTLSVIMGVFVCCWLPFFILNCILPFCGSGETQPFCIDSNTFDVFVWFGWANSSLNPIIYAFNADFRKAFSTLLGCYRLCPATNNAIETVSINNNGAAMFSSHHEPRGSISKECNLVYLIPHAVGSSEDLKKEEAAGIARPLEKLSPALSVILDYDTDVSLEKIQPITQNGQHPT
# D1 antagonist: Antagonist of Human D 1 Dopamine Receptor: qHTS. D(1A) dopamine receptor (Homo sapiens), P21728. HEK293 TREx D1 cells, calcium flux, dopamine EC80; hits give low values. activity change, negative = inhibition, % at 10 µM. hit rate 3.2% among 360,000. AID 504652, 2011; in the data active means activity change below about -30%; further: on the % scale 0 is the no-effect control and ±100 the full control effect
#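 Antagonism measured as reduced calcium response to an EC80 dopamine addition following 180 s compound pre-read; cells were inducible HEK293 Trex D1 plated overnight at 30 C, read kinetically at 1 cycle/sec.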
# D2 potentiator: HTS Assay for Positive Allosteric Modulators of the Human D2 Dopamine Receptor: Primary Screen for Potentiators. HEK293 T-REx D2, calcium flux, EC20 dopamine potentiation. D(2) dopamine receptor (Homo sapiens), P14416. hit rate 0.34% among 340,000. potentiation, % at 10 µM;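 active means potentiation over 3 SD above the plate norm, cut at about 30% in these data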; further: 0% is about no effect
#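 Potentiation of an EC20 dopamine calcium response is measured in a force-coupled, tetracycline-inducible Hek293 Trex D2 line. Compound-only kinetic reads over 180 s flag agonists before dopamine addition.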
# Vif-A3G inh: qHTS for Inhibitors of Vif-A3G Interactions: qHTS. HeLa A3G-eYFP + Vif (tagged APOBEC3G with the HIV-1 protein that degrades it), YFP fluorescence, overnight. Potency, µM (highest dose often 46.1 µM), for the others: at the top dose activity, negative = active, usual class: inhibitors. hit rate 0.076% among 410,000. AID 602310, 2012;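 further: potency means the concentration at half of the fitted maximal effect; on the % scale 0 is the no-effect control and ±100 the full control effect; nearly all actives have a fitted effect of over 60% in size; hits raise eYFP signal because A3G escapes Vif-driven loss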
# Target sequence (Q9HC16 whole entry, looked up): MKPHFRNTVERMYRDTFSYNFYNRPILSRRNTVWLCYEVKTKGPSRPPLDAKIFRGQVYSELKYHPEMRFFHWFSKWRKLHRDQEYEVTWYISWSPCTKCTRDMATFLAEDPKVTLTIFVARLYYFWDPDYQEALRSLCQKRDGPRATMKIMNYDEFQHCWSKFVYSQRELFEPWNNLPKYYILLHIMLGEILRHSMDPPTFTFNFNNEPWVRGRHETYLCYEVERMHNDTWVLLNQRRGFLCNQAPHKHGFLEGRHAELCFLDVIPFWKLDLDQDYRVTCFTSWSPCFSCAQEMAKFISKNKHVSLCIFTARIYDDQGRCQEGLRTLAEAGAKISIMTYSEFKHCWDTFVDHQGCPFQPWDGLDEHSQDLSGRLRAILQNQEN
#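 HeLa cells stably expressing Vif and C-terminally eYFP-tagged A3G, seeded overnight at 37 deg C, then exposed to compound by pintool overnight at 37 deg C. Rise in yellow fluorescence (Ex 488/Em 500-530, Acumen) marks blocked Vif-driven A3G degradation.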
# LDHA block: qHTS assay for inhibitors of human lactate dehydrogenase. activity change, % (values are at about 110 or 230 µM). hit rate 0.15% among 480,000. purified LDHA, NADH/diaphorase-resazurin fluorescence; hits give low values. L-lactate dehydrogenase A chain (Homo sapiens), P00338. AID 1347041, 2019; in the data active means activity change below about -30%; inconclusive means mostly about -25% to -30%;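 further: plate controls were DMSO wells for no effect and wells without enzyme for full effect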
#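 Remaining NADH was detected by diaphorase (0.133 mg/mL) converting 37 µM resazurin to fluorescent resorufin, read at 0 and 20 minutes. The preceding 5-minute room-temperature reaction used 2 nM LDHA, 0.2 mM sodium pyruvate and 0.06 mM NADH at pH 7.4.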
# D1 ag: Allosteric Agonists of the Human D1 Dopamine Receptor: qHTS | HEK293 T-REx D1 cells, calcium flux, agonist mode | activation, % at 2 µM | hit rate 1% among 360,000 | AID 504660, 2011; in the data active means activation above about 30%; further: 0% is about no effect
#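 Tetracycline-induced HEK293 TREx D1 cells, force-coupled to calcium signalling, were dye-loaded with a no-wash calcium kit. Compound was pin-added after a 10 s baseline. Fluorescence was read kinetically at 1 cycle/s for 180 s, with calcium rises flagged as agonism.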
# Glioma ERSR ind: qHTS for Inducers of the Endoplasmic Reticulum Stress Response (ERSR) in Human Glioma: qHTS. U87-MG GRP78 promoter luciferase reporter, 16 h. Potency, µM, for the others: top-dose activation, actives largely listed as activators. hit rate 0.02% among 420,000; further: potency means the concentration at half of the fitted maximal effect; series mostly up to about 76 µM; % of control where 0% means no effect; nearly all actives have a fitted effect of over 35% in size
#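 ERSR induction read as luciferase luminescence (Bright-Glo, 10 min at room temperature) in stably transfected human U87-MG glioma cells exposed to compounds for 16 h, using GRP78 as sensor.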
# Vif-A3F inh: qHTS for Inhibitors of Vif-A3F Interactions: qHTS. HeLa A3F-eYFP + Vif (tagged APOBEC3F with the HIV-1 protein that degrades it), YFP fluorescence increase. AID 602313, 2012. hit rate 0.2% among 390,000. Potency, µM (titrated, usually from 46.1 µM), inactives show at the highest dose activity, negative = active; further: potency means the concentration at half of the fitted maximal effect; % of control where 0% means no effect; nearly all actives have a fitted effect of over 65% in size
#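 HeLa cells stably expressing Vif plus C-terminally eYFP-tagged A3F were seeded, incubated overnight at 37 deg C, dosed with compound, incubated overnight again at 37 deg C. Yellow fluorescence (Ex 488/Em 500-530) reported blocked Vif-mediated A3F-eYFP degradation.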
# RXFP1 agonist: qHTS Assay for Agonists of the Relaxin Receptor RXFP1. HEK293T-RXFP1 cAMP TR-FRET, 30 min; response scale: percent of porcine relaxin response, buffer zero. Potency, µM (series often up to 57.5 µM), for inactives: at the top dose activation, usual class: activators. hit rate 0.3% among 370,000; further: potency means the concentration at half of the fitted maximal effect; on the % scale 0 is the no-effect control and ±100 the full control effect; nearly all actives have a fitted effect of over 60% in size; many of its hits are not listed in these tables
#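 cAMP rise read by TR-FRET after 30 min, 37C compound exposure (up to 58 uM) in RXFP1-transfected HEK293 cells with Ro 20174 present. EC50 from Hill-equation fits, with 29 nM porcine relaxin as 100% and buffer as basal.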
# Starred values were filed as active, the others as inactive; ? = inconclusive; / = no result given. Unless noted, the call rests on the fitted dose curve; in most records, active means well fitted curve in the direction sought with a large enough effect; inconclusive means small, poorly fitted or top-dose-only effect, or another doubt; inactive means no such curve, though single readings can be large; an effect the other way counts as inactive or inconclusive. The list is partial; count on the stated rates, not on these rows.
SMILES,D1 potentiator,D1 antagonist,D2 potentiator,Vif-A3G inh,LDHA block,D1 ag,Glioma ERSR ind,Vif-A3F inh,RXFP1 agonist
CCC(C)C(NC(=O)C1CCC(C)CC1)C(=O)NCc1ccco1 (configuration not stated),-1,2,12,-4%,-1,-3,-3%,-11%,-1.5%
CSc1nc(NCCOCCO)c2sc3nc(-c4ccco4)c4c(c3c2n1)CCC4,-4,-4,0,-10%,2,1,-4%,7%,2.8%
N=C1/C(=C/c2ccc(OC(=O)c3ccco3)cc2)C(=O)N=C2SC=CN12,-3,/,-2,-6%,-4,2,1%,-24%,11%
CC(=O)N1CCN(S(=O)(=O)c2cccc(C(=O)NNC(=O)Cn3nc(C)cc3C)c2)CC1,-13,9,-4,4%,-1,3,-2%,2%,1.1%
Cc1ccc(S(=O)(=O)N(C)/N=C/c2ccc(C(=O)O)cc2)cc1,-6,-2,-3,1%,1,3,-5%,-2%,0.0%
CCOc1cc(N2CCOCC2)c(OCC)cc1NC(=O)Cc1cccc(OC)c1,3,18,-3,0%,7,-2,-5%,3%,-0.7%
CCOC(=O)c1c(CC(C)C)csc1NC(=O)C(C)C,-3,-10,8,1%,4,1,-2%,-19%,4.6%
C#CCOCCOCCOCCNc1nc(N2CCOCC2)nc(N2CCN(C(=O)CCCCCCCCCCNC(=O)[C@@H](CCC(=O)O)n3cc(CCCCCN)nn3)CC2)n1,-4,-8,0,0%,0,6,-3%,-1%,2.4%
CCCC[n+]1c2ccccc2cc2ccccc21,1,6,-30,-21%,3,4,5%,-7%,0.1%
O=C(Cc1c(F)cccc1Cl)NC1CCN(Cc2ccccc2)CC1,/,/,/,-2%,-1,/,-1%,2%,/
Cc1nn(CCC(=O)NNC(=S)Nc2ccc(F)cc2)c(C)c1Br,-6,-14,-7,0%,-8,0,2%,0%,-0.6%
COc1cc2c(cc1OC)C(COc1ccc3c(C)cc(=O)oc3c1)N(C(=O)c1ccccc1F)CC2 (configuration not stated),0,-10,8,-8%,-1,4,0%,1%,1.9%
O=C(NCc1ccccc1)N1CCN(c2ccc(F)cc2)CC1,-2,1,-21,0%,-1,2,-5%,-5%,-0.9%
Cc1ccc(NC(=O)CSc2nc(-c3ccc(C(C)(C)C)cc3)nc3cc(=O)[nH]n23)cc1C,3,9,14,-3%,-41*,1,-1%,?,20%
COC(=O)c1cc(COC(=O)CNC(=O)c2ccc(Br)cc2)oc1C,/,/,/,0%,-5,/,-3%,-1%,/
N/C(Cc1ccc([N+](=O)[O-])cc1)=N\OC(=O)COc1ccccc1Cl,-7,-2,-9,1%,-2,12,0%,-4%,2.6%
O=C(c1ccc(S(=O)(=O)N2CCOCC2)cc1)N1CCc2ccccc2C1,-3,-14,0,3%,0,5,-5%,-5%,0.7%
Cc1ccc(C)c(C(=O)COC(=O)C(C)N2C(=O)C3C4CCC(C4)C3C2=O)c1 (configuration not stated),-4,-7,-7,4%,-4,3,-2%,-7%,2.5%
Cc1ccc(C)c(S(=O)(=O)NCc2ccncc2)c1,-11,-43*,13,2%,2,11,12%,-5%,1.2%
O=C(O)c1cccc2c1C(=O)c1cccc3snc-2c13,-6,-16,0,2%,4,2,-3%,?,21%
O=C(CNc1ccc(Br)cc1)NNC1=NCCC1,-8,-3,-5,-2%,-1,2,-2%,10%,0.1%
C=CCSc1nc2c(c(=O)[nH]c(=O)n2C)n1CC,-2,10,/,-3%,-3,0,0%,-6%,0.4%
CC(=O)Nc1ccc(-c2cn3cc(C)ccc3n2)cc1,-3,-1,8,0%,-3,2,-8%,-9%,1.8%
O=S(=O)(NCC1CCCO1)c1ccc(S(=O)(=O)N2CCCC2)cc1 (configuration not stated),1,6,1,2%,-1,4,-3%,-1%,2.0%
COC(=O)C(CCSC)NS(=O)(=O)c1ccc(Cl)cc1 (configuration not stated),7,-7,-1,0%,-1,-3,-3%,2%,4.6%
COc1cccc(N2CCN(c3ncccn3)CC2)c1,4,10,3,0%,4,0,3%,2%,-2.7%
CCN(C(=O)CSc1nnc2c3ccccc3n(CC)c2n1)C1CCS(=O)(=O)C1 (configuration not stated),-1,-17,10,1%,2,-1,-1%,5%,21%
CSc1ccccc1NC(=O)CN(C)C(=O)c1ccc(-n2cccn2)cc1,-7,10,/,1%,-9,4,-3%,-5%,-0.3%
O=C(COC(=O)c1ccco1)Nc1ccc(N2CCOCC2)cc1,2,7,2,1%,0,4,4%,-9%,-0.9%
CC(=O)c1cc2c(cc1NC(=O)c1c(C)nn(-c3ccc(C)cc3)c1-n1cccc1)OCO2,2,-4,-2,-3%,2,0,-4%,3%,0.1%
Cc1ccc2occ(C3NC(C(=O)O)CS3)c(=O)c2c1 (configuration not stated),-6,2,/,-5%,-8,1,-3%,-1%,-2.7%
O=C(COc1ccc(F)cc1Br)NCc1ccccn1,-1,-8,-10,0%,2,1,-4%,-2%,4.7%
CCOC(=O)C1=C(COc2ccccc2)NC(=O)NC1c1ccc(Br)cc1 (configuration not stated),-5,3,-2,0%,-6,0,-3%,3%,-1.6%
COc1ccc(OC)c(NS(=O)(=O)c2c(C)nc3sccn3c2=O)c1,0,-6,-3,3%,2,0,-2%,-7%,0.5%
O=C(CSC1=NC(=O)C(c2ccccc2)C(=O)N1)Nc1cccc(Cl)c1 (configuration not stated),-10,-33*,0,1%,-20,1,3%,-1%,0.3%
CO/N=C/C(C#N)=C/c1cc(C(=O)c2ccccc2)cn1C,0,7,14,-5%,-3,5,1%,-3%,0.9%
Cc1cccn2cc(-c3cccc(NS(=O)(=O)c4ccc(Cl)c(Cl)c4)c3)nc12,-7,-8,1,0%,-1,12,-3%,-8%,0.5%
O=C(C1CCCO1)N1CCN(S(=O)(=O)c2cc(F)ccc2F)CC1 (configuration not stated),0,-6,-3,-4%,2,1,-3%,-1%,3.1%
COc1ccc(-c2nc(CCNC(=O)c3cccs3)cs2)cc1OC,-6,-7,8,1%,-11,2,-5%,7%,0.5%
CCOC(=O)c1nn(-c2ccccc2)c(=O)c(C#N)c1C,-3,7,0,0%,6,-1,2%,1%,-0.8%
COCCNC(=S)N(CCCO)Cc1cc2cc3c(cc2[nH]c1=O)OCCO3,1,-5,-6,2%,-7,6,-2%,3%,1.1%
CC1CCCCC1NC(=O)CC1Oc2ccccc2NC1=O (configuration not stated),/,-4,2,0%,0,1,-1%,-5%,-1.1%
COC(=O)C(Cc1c[nH]c2ccccc12)NC(C)=O (configuration not stated),-6,-4,1,1%,-5,1,-3%,-13%,0.3%
O=C(Cn1ncc2ccccc2c1=O)Nc1cccc(C(F)(F)F)c1,/,/,/,-1%,-15,/,-2%,-14%,/
Cc1cc2oc(C(=O)N3CCN(CCc4ccccn4)CC3)c(C)c2cc1C,4,2,-14,5%,0,1,1%,5%,1.1%
COc1ccccc1N1CCN(C(=O)c2noc(C)c2[N+](=O)[O-])CC1,-5,9,-19,0%,0,0,-3%,9%,1.6%
CCN1CCN(S(=O)(=O)CC2(C)C3CCC2(C)C(=O)C3Br)CC1 (configuration not stated),-1,10,-1,2%,-4,-2,5%,7%,-1.8%
Cc1ccc(N2CC(C(=O)OCc3nnc(-c4ccccc4)o3)CC2=O)cc1 (configuration not stated),-2,-18,-11,3%,-9,1,-3%,-17%,2.3%

# As a short view, some entries already given:
SMILES,D1 potentiator,D1 antagonist,D2 potentiator,Vif-A3G inh,LDHA block,D1 ag,Glioma ERSR ind,Vif-A3F inh,RXFP1 agonist
Cc1ccc2occ(C3NC(C(=O)O)CS3)c(=O)c2c1 (configuration not stated),-6,2,/,-5%,-8,1,-3%,-1%,-2.7%
O=C(COc1ccc(F)cc1Br)NCc1ccccn1,-1,-8,-10,0%,2,1,-4%,-2%,4.7%
CCOC(=O)C1=C(COc2ccccc2)NC(=O)NC1c1ccc(Br)cc1 (configuration not stated),-5,3,-2,0%,-6,0,-3%,3%,-1.6%
COc1ccc(OC)c(NS(=O)(=O)c2c(C)nc3sccn3c2=O)c1,0,-6,-3,3%,2,0,-2%,-7%,0.5%
O=C(CSC1=NC(=O)C(c2ccccc2)C(=O)N1)Nc1cccc(Cl)c1 (configuration not stated),-10,-33*,0,1%,-20,1,3%,-1%,0.3%
CO/N=C/C(C#N)=C/c1cc(C(=O)c2ccccc2)cn1C,0,7,14,-5%,-3,5,1%,-3%,0.9%
Cc1cccn2cc(-c3cccc(NS(=O)(=O)c4ccc(Cl)c(Cl)c4)c3)nc12,-7,-8,1,0%,-1,12,-3%,-8%,0.5%
O=C(C1CCCO1)N1CCN(S(=O)(=O)c2cc(F)ccc2F)CC1 (configuration not stated),0,-6,-3,-4%,2,1,-3%,-1%,3.1%
COc1ccc(-c2nc(CCNC(=O)c3cccs3)cs2)cc1OC,-6,-7,8,1%,-11,2,-5%,7%,0.5%
CCOC(=O)c1nn(-c2ccccc2)c(=O)c(C#N)c1C,-3,7,0,0%,6,-1,2%,1%,-0.8%
COCCNC(=S)N(CCCO)Cc1cc2cc3c(cc2[nH]c1=O)OCCO3,1,-5,-6,2%,-7,6,-2%,3%,1.1%
